Source: PubChem (National Center for Advancing Translational Sciences (NCATS))
EPAC1 ag = qHTS for Agonist of cAMP-regulated guanine nucleotide exchange factor 3 (EPAC1): primary screen. EPAC1 agonist qHTS, biochemical assay; response scale: 100% = response to 6.5 mM cAMP. AID 720707, 2013. Potency, µM (highest dose often 154 µM), for inactives: top-dose activation, hits mostly activators. actives 0.073% (n = 360,000); further: potency means the concentration at half of the fitted maximal effect; nearly all actives have a fitted effect of over 60% in size
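Normalized to 6.5 mM cAMP, activity reflects EPAC1-catalysed release of BODIPY-GDP from Rap1B, followed kinetically over 30 min at 480 nm excitation, 540 nm emission. Reaction contained 100 nM EPAC1, 250 nM Rap1B-BODIPY-GDP, 50 uM GDP.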
EPAC1 antagonist = qHTS for Antagonist of cAMP-regulated guanine nucleotide exchange factor 3 (EPAC1): primary screen. Rap guanine nucleotide exchange factor 3 (Homo sapiens), O95398. actives 0.14% (n = 360,000). Potency, µM (doses to about 115 µM), without a hit: at the top dose activity change, negative = inhibition, usual class: inhibitors. EPAC1 GEF assay, Rap1b-BODIPY-GDP exchange fluorescence. AID 720709, 2013;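 further: potency means the concentration at half of the fitted maximal effect; plate controls were vehicle for no effect and positive control for full effect; nearly all actives have a fitted effect of over 50% in size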
PLK1 PBD inh = qHTS for Inhibitors of PLK1-PDB (polo-like kinase 1 - polo-box domain): Primary Screen | Potency, µM, for the others: max response, negative = inhibition, hits mostly inhibitors | Plk1 PBD binding of FITC phosphopeptide, fluorescence polarization | Serine/threonine-protein kinase PLK1 (Homo sapiens), P53350 | actives 2.8% (n = 360,000); further: potency means the concentration at half of the fitted maximal effect; series mostly up to about 57 µM; on the % scale 0 is the no-effect control and ±100 the full control effect; nearly all actives have a fitted effect of over 65% in size
Target sequence (P53350 whole entry, looked up, the tested form may be a part): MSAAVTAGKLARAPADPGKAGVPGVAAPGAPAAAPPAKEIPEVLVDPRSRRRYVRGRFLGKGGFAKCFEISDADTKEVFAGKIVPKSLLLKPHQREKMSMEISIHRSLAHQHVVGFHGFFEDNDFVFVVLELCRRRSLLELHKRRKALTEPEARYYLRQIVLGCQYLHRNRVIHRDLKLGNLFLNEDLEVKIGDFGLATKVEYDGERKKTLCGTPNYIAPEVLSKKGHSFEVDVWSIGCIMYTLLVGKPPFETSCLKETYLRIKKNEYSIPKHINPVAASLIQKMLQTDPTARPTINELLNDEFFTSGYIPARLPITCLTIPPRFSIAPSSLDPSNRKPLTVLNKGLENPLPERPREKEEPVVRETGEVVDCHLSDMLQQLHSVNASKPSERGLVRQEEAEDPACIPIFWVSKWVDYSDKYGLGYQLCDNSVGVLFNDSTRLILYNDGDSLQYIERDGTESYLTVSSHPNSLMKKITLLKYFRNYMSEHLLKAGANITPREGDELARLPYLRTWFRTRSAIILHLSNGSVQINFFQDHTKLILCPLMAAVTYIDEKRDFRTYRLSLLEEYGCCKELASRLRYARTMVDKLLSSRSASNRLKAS
Mm-Cpn inhibitor = Inhibitors of TCP-1 ring complex (TRiC) of Methanococcus maripaludis (MmCpn): qHTS | Chaperonin Mm-Cpn (Methanococcus maripaludis) | purified Mm-Cpn ATPase, ADP Transcreener TR-FRET | Potency, µM (titrated, usually from 76.9 µM), without a hit: top-dose activity, negative = inhibition, usual class: inhibitors | actives 0.031% (n = 330,000) | AID 504842, 2011; further: potency means the concentration at half of the fitted maximal effect; on the % scale 0 is the no-effect control and ±100 the full control effect; nearly all actives have a fitted effect of over 80% in size
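TR-FRET (320 nm excitation; 590 and 665 nm emission) reports ADP made from 10 uM ATP by 25 nM enzyme; compounds were preincubated 10 min, reaction run 30 min, both at 37°C.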
PI5P4K alpha inh = qHTS for Inhibitors of phosphatidylinositol 5-phosphate 4-kinase (PI5P4K). PI5P4Kalpha enzyme, ADP-Glo luminescence, 60 min; stronger effect = lower value. Phosphatidylinositol 5-phosphate 4-kinase type-2 alpha (Homo sapiens), P48426. max response, %. AID 652105, 2013. actives 1.2% (n = 330,000); active means max response of -50% or lower; inconclusive means between -30% and -50%; inactive means -30% or higher; further: value at the top dose of about 77 µM; on the % scale 0 is the no-effect control and ±100 the full control effect
Target sequence (P48426 whole entry, looked up): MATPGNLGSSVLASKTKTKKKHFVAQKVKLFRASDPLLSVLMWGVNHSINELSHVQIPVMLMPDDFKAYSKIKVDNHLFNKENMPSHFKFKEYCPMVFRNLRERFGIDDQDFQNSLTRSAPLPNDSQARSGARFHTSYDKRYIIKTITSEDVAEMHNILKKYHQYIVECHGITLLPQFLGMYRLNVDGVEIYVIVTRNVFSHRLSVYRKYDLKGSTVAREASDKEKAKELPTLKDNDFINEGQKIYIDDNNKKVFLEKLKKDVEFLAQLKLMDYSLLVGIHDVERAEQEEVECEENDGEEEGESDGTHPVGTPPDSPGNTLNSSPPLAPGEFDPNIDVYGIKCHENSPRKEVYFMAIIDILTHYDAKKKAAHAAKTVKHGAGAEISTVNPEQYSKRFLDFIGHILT
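Single end-point luminescence (ADP-Glo) quantified ADP from PI5P4Kalpha turnover; ATP 5 microM final, 1 h at RT, 0.1% CHAPS and 0.28 mM EGTA in HEPES pH 7.4.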
EPAC2 antagonist = qHTS for Antagonist of cAMP-regulated guanine nucleotide exchange factor 2 (EPAC2): primary screen; actives 0.18% (n = 360,000); Rap guanine nucleotide exchange factor 4 (Homo sapiens), Q8WZA2; Potency, µM (doses to about 114 µM), for inactives: at the highest dose activity, negative = inhibition, actives largely listed as inhibitors; EPAC2 GEF exchange of Rap1B-BODIPY-GDP, fluorescence; further: potency means the concentration at half of the fitted maximal effect; on the % scale 0 is the no-effect control and ±100 the full control effect; nearly all actives have a fitted effect of over 45% in size; many of its hits are not listed in these tables
CCT modulator = High-Throughput Screening for Modulators of Cytosolic Chaperonin Activity. purified chaperonin ATPase assay, HTRF ADP detection, 30 min. activity change, % (no concentration beside the values), hits read low. actives 0.3% (n = 360,000). AID 651819, 2012; in the data active means activity change below about -30%; further: on the % scale 0 is the no-effect control and ±100 the full control effect
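Enzyme 40 or 20 nM (batch-dependent) in Tris pH 7.4/KCl/MgCl2/DTT; cpd 76 uM single point; ATP 10 uM; 30 min 37 °C; Transcreener ADP HTRF detection, 30 min RT; ratio 665/615.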
WRN inhibitor = qHTS for Inhibitors of WRN Helicase | Bifunctional 3'-5' exonuclease/ATP-dependent helicase WRN (Homo sapiens), Q14191 | WRN helicase unwinding, fluorescent forked duplex, kinetic | Potency, µM (highest dose often 114 µM), for inactives: at the highest dose activity change, negative = inhibition, most hits filed as inhibitors | actives 0.46% (n = 360,000) | AID 651768, 2012; further: potency means the concentration at half of the fitted maximal effect; on the % scale 0 is the no-effect control and ±100 the full control effect; nearly all actives have a fitted effect of over 55% in size
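Kinetic red-fluorescence monitoring (525/598 nm) tracks WRN helicase activity after 100 nM fluorophore-quencher forked duplex and 2 mM ATP are added to 20 nM enzyme pretreated 15 min at room temperature with compound.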
Active calls of the source: *; u = inconclusive; x = not tested or not shown; & = joins results of further samples; [ ] = dose if it differs, or a comment. Unless noted, the call rests on the fitted dose curve; in most records, active means well fitted curve in the direction sought with a large enough effect; inconclusive means small, poorly fitted or top-dose-only effect, or another doubt; inactive means no such curve, though single readings can be large; an effect the other way counts as inactive or inconclusive. Some of the compounds tested, so the mix of outcomes need not match the whole.

[1] CN(C)/C=N/c1cc(=O)[nH]c(=O)n1CC1CC1
[2] O=C(Nc1ccc2oc(-c3ccncc3)nc2c1)c1ccc([N+](=O)[O-])o1
[3] O=Cc1cccc(OC(=O)Nc2ccccc2)c1
[4] Cc1ccccc1C(=O)Nc1ccccc1C(=O)NC1CC1
[5] O=C(Nc1ccccc1)NC1(C(=O)NCc2ccc3c(c2)OCO3)CCCCC1
[6] N#Cc1c(N2C(=O)C3C4C=CC(C4)C3C2=O)sc2c1CCC2 (stereo not drawn)
Assay by compound	1	2	3	4	5	6
EPAC1 ag	7%	2%	1%	-11%	-7%	4%
EPAC1 antagonist	7%	1%	3%	-12%	2%	-6%
PLK1 PBD inh	-6%	-10%	-12%	-1%	2%	-9%
Mm-Cpn inhibitor	0%	-1%	x	u	0%	0%
PI5P4K alpha inh	-3	-7	-8	8	4	5
EPAC2 antagonist	11%	0%	1%	0%	5%	-8%
CCT modulator	-1.2	-0.4	-5.6	-0.9	-2.4	0.5
WRN inhibitor	8%	-11%	-4%	2%	-13%	-12%

The closing 3 compounds of the part before lead into the next.
[4] Cc1ccccc1C(=O)Nc1ccccc1C(=O)NC1CC1
[5] O=C(Nc1ccccc1)NC1(C(=O)NCc2ccc3c(c2)OCO3)CCCCC1
[6] N#Cc1c(N2C(=O)C3C4C=CC(C4)C3C2=O)sc2c1CCC2 (stereo not drawn)
[7] Cc1cc(Cn2nnc3ccccc32)c(O)c(C(C)(C)C)c1
[8] C=CC(C)(C)c1[nH]cnc1/C=C1\NC(=O)C(C(C)C)NC1=O (stereo not drawn)
[9] CC1(C)NC(=O)N(CC(O)CN(Cc2ccccc2)Cc2ccccc2)C1=O (stereo not drawn)
[10] CC(=O)c1ccc(OCC(=O)Nc2ccc3c(c2)OCO3)cc1
[11] O=C(CNC(=S)NC(=O)c1ccco1)c1ccccc1
[12] CCOC(=O)c1[nH]c(=S)n(Cc2ccccc2)c1C(=O)OCC
Assay by compound	4	5	6	7	8	9	10	11	12
EPAC1 ag	-11%	-7%	4%	-3%	1%	-2%	12%	-1%	11%
EPAC1 antagonist	-12%	2%	-6%	-29%	-4%	2%	3%	10%	-8%
PLK1 PBD inh	-1%	2%	-9%	-6%	-3%	1%	-13%	-4%	-11%
Mm-Cpn inhibitor	u	0%	0%	1%	-1%	1%	x	0%	x
PI5P4K alpha inh	8	4	5	-3	-1	0	-4	2	-22
EPAC2 antagonist	0%	5%	-8%	u	0%	6%	18%	19%	-4%
CCT modulator	-0.9	-2.4	0.5	-4.0	0.1	-3.0	-0.1	1.1	2.2
WRN inhibitor	2%	-13%	-12%	3%	-1%	9%	6%	-18%	-2%

[13] COc1ccc(C(=O)NNC(=O)c2cccs2)cc1S(=O)(=O)N1CCOCC1
[14] CC1Cc2ccccc2N1C(=O)COC(=O)c1cccc(Br)c1 (stereo not drawn)
[15] COc1ccc(-c2nc3ncccc3o2)cc1NC(=O)c1ccco1
[16] COc1ccc(C(c2c(C)n(C)n(-c3ccccc3)c2=O)c2c(C)n(C)n(-c3ccccc3)c2=O)cc1OC
[17] N#Cc1ccc(C(=O)NC(=S)N2CCN(C=O)CC2)cc1
[18] O=C(Nc1ccccc1C(=O)NCc1ccc(Cl)cc1)c1ccco1
Assay by compound	13	14	15	16	17	18
EPAC1 ag	1%	5%	7%	5%	10%	-9%
EPAC1 antagonist	-10%	-19%	-9%	13%	-4%	-1%
PLK1 PBD inh	0%	0%	-9%	0%	-15%	-7%
Mm-Cpn inhibitor	2%	0%	0%	-1%	-1%	1%
PI5P4K alpha inh	4	7	0	-2	4	4
EPAC2 antagonist	5%	1%	6%	11%	12%	-1%
CCT modulator	-0.2	-2.5	-0.8	-0.6	-1.5	-2.0
WRN inhibitor	7%	-7%	-2%	1%	9%	-9%

[19] O=C(Nc1ccc(/C=C/c2nc3ccccc3o2)cc1)c1c(F)cccc1F
[20] COc1ccc(OC)c(N/C(C)=C/C(=O)c2ccc(Br)cc2)c1
[21] COc1ccc(/C=C2\CCOC2=O)cc1
[22] CC(C)Nc1nc(NC(C)C)nc(SCC(N)=O)n1
[23] CNCCC(Oc1ccccc1OC)c1ccccc1 (stereo not drawn)
[24] COc1ccc(OCC(=O)NCC(c2cccs2)N2CCOCC2)cc1 (stereo not drawn)
Assay by compound	19	20	21	22	23	24
EPAC1 ag	5%	17%	-9%	-3%	-14%	2%
EPAC1 antagonist	-6%	-13%	-8%	2%	-5%	15%
PLK1 PBD inh	1%	-5%	-9%	-18%	-23%	-7%
Mm-Cpn inhibitor	-6%	-5%	1%&1%	0%	x	2%
PI5P4K alpha inh	4	-3	-2	2	8	6
EPAC2 antagonist	-1%	-4%	15%	0%	-11%	8%
CCT modulator	-0.6	-10	2.0	-1.5	0.6	-0.8
WRN inhibitor	-16%	-1%	-27%	-25%	-2%	1%

[25] CCC(NC(=O)NCc1ccc2c(c1)OCO2)(C(F)(F)F)C(F)(F)F
[26] CC(C)NC(=O)CN1C(=O)c2cccc3cccc1c23
[27] CCOC(=O)Cn1nc(CC)c2ccccc2c1=O
[28] CCN(CCn1cccn1)Cc1c(C(=O)N2CCCCCCC2)nc2ccc(Cl)cn12
[29] COCCCNC(=O)C[C@@H]1C[C@@]2(C(=O)OC)CCCCC=C2N(CCc2ccc(OC)c(OC)c2)C1=O
[30] CCc1c(C)nc2c(-c3ccccc3)c(C)nn2c1Nc1ccc(NC(C)=O)cc1
Assay by compound	25	26	27	28	29	30
EPAC1 ag	-8%	8%	11%	12%	-1%	8%
EPAC1 antagonist	13%	-4%	-2%	22µM*	-12%	-6%
PLK1 PBD inh	-6%	0%	-8%	-14%	-6%	1%
Mm-Cpn inhibitor	-4%	0%	1%	-1%	x	-3%
PI5P4K alpha inh	u	1	x	-3	-4	12
EPAC2 antagonist	14%[57.1 µM]	-17%	-2%	-7%	-12%	-16%
CCT modulator	-0.6	0.5	-1.2	-2.2	x	-2.5
WRN inhibitor	3%	-5%	-2%	-6%	-9%	-6%

[31] Cc1sc2nc3ccc(NCc4ccco4)nn3c(=O)c2c1C
[32] CCOc1ccc(N(CC(=O)NCc2ccccc2Cl)S(=O)(=O)c2c(C)noc2C)cc1
[33] O=C(CN1CCCC1)OCCCc1ccccc1
[34] C=CCn1c(Sc2ccccc2)nc2c1c(=O)[nH]c(=O)n2C
[35] O=C(NC1CC1)c1ccc(S(=O)(=O)NCC2CCCCC2)cc1
[36] O=C(Nc1cccnc1)c1cc(S(=O)(=O)N2CCOCC2)ccc1Br
Assay by compound	31	32	33	34	35	36
EPAC1 ag	1%	-12%	-13%	8%	-2%	-14%
EPAC1 antagonist	-4%	10%	-9%	3%	4%	5%
PLK1 PBD inh	-19%	-3%	-10%	-5%	0%	-14%
Mm-Cpn inhibitor	-6%	-10%	1%	0%	0%	0%
PI5P4K alpha inh	-16	12	-5	-4	x	-8
EPAC2 antagonist	2%	-8%	10%	2%	2%	-4%
CCT modulator	-2.0	0.9	-1.9	-5.0	0.4	-2.5
WRN inhibitor	u	-11%[57.1 µM]	5%	7%	-4%[57.1 µM]	-23%

[37] S=C(NCc1ccco1)N1CCC(c2nc3ccccc3o2)CC1
[38] CCOC(=O)CSc1nc2cc(C)cc(C)c2cc1C#N
[39] O=C(CCC(=O)NC1CC1)Nc1nnc(C2CCCCC2)s1
[40] CCCNC(=O)C1(C)CCCN(Cc2cc(-c3ccccc3)nn2C)C1 (stereo not drawn)
[41] CC1=CC(=O)C(C(C)C)=C/C1=C(\c1cc(C(C)C)c(OP(=O)(O)O)cc1C)c1ccccc1C(=O)O
[42] COCCCn1c(=O)/c(=C/c2ccccc2OC(F)F)s/c1=C(\C#N)C(=O)NCCOC
Assay by compound	37	38	39	40	41	42
EPAC1 ag	3%	7%	-1%	0%	-5%	4%
EPAC1 antagonist	0%	-3%	2%	-6%	-15%	-1%
PLK1 PBD inh	13%	-3%	-10%	-10%	u	-17%
Mm-Cpn inhibitor	1%	-1%	2%	x	1%	x
PI5P4K alpha inh	-2	-2	-4	5	1	2
EPAC2 antagonist	-1%	-18%	-4%	11%	8%	-5%
CCT modulator	2.2	-12	-2.9	-1.0	0.7	-1.1
WRN inhibitor	3%	-4%	0%	3%[57.1 µM]	-21%	10%

[43] COCCN(C(=O)COC(=O)c1ccc(Cl)s1)c1c(N)n(Cc2ccccc2)c(=O)[nH]c1=O
[44] CC12CCC(C1)C(C)(C)C2NS(=O)(=O)c1ccc(F)cc1 (stereo not drawn)
[45] Cc1nc2nc(-c3cccnc3)[nH]n2c(=O)c1C
[46] COc1cc(OC)cc(-c2nc(SCC(=O)Nc3ccccc3F)n[nH]2)c1
[47] COC(=O)c1ccccc1NC(=O)CSc1nc2ncccc2[nH]1
[48] O=c1c2c3c(sc2ncn1/N=C/c1ccc([N+](=O)[O-])o1)CCCC3
[49] O=C(NCc1csc(-c2cccs2)n1)c1ccsc1
Assay by compound	43	44	45	46	47	48	49
EPAC1 ag	3%	-9%	-3%	7%	-5%	2%	0%
EPAC1 antagonist	-5%	-23%	12%	7%	8%	-18%	12%
PLK1 PBD inh	-5%	-6%	-8%	-2%	-6%	-28%	-7%
Mm-Cpn inhibitor	-5%	0%	0%	-2%	-2%	-1%	u
PI5P4K alpha inh	1	12	-9	-2	0	-9	2
EPAC2 antagonist	-1%	-13%	-3%	-11%	4%	-7%	1%
CCT modulator	-1.9	-1.8	-1.4	0.2	-2.3	-2.0	-0.1
WRN inhibitor	-3%	-8%	9%	-10%	2%	-7%	9%
